# High-throughput results: PubChem, several laboratories
# AID2073 = inhibitors of Mint1-CaV2.2 protein interaction, biochemical, HTRF (AID 2073); HTRF protein-protein interaction, Mint1-CaV2.2; higher % means a stronger effect; inhibition, % at 20 µM, or IC50 in µM where a hit was titrated; 290,000 compounds, 0.19% hits; in the data active = inhibition mostly above about 51%, no sharp cut-off; inconclusive = no clear call, values can overlap the other calls; inactive = mostly below about 53%; also: some results filed as inactive read as strong as hits
# West Nile antiviral = inhibition of WNV-induced cytopathic effect – cell-based, CPE readout (AID 1621); West Nile virus-infected cells, CPE inhibition; higher % means a stronger effect; one-dose CPE inhibition, % at 10 µM; IC50 in µM for titrated hits; 290,000 compounds, 0.02% hits; in the data active = a potency from the dose series; inconclusive = CPE inhibition mostly from about 3.7% at the one dose, without a potency; inactive = the rest, 99 in 100 with CPE inhibition below about 2.2%; also: strong numbers were not always called active
# KOR beta-arrestin-1 = KOR antagonists, beta-arrestin recruitment, cell-based, luminescence, uHTS (AID 1778); KOR beta-arrestin recruitment, luminescence, antagonist mode; higher % means a stronger effect; inhibition, % at 10 µM; hits with a dose series show IC50 in µM; 290,000 compounds, 0.091% hits; also: strong numbers were not always called active
# NS5 inhibitors = Dengue-2 NS5 methyltransferase inhibitors, primary screen, biochemical, confirmation dose response (AID 588689); inhibition, % at 25 µM, or IC50 in µM where a hit was titrated; 340,000 compounds, 0.3% hits; Dengue-2 NS5 methyltransferase capping enzyme assay, biochemical; higher % means a stronger effect; in the data active = a potency from the dose series; inconclusive = inhibition above about 29% without an active follow-up result
# HIV fusion peptide = inhibitors of HIV fusion peptide binding, primary screen, biochemical, uHTS, fluorescence dequenching (AID 1986) | 290,000 compounds, 0.3% hits | one-dose inhibition, % at 20 µM; IC50 in µM for titrated hits | cell-free peptide binding, fluorescence dequenching, 30 min; higher % means a stronger effect; in the data active = inhibition mostly above about 52%, no sharp cut-off; inactive = mostly below about 76%; also: some results filed as inactive read as strong as hits
# KOR beta-arrestin-2 = kappa opioid receptor activators – cell-based, luminescence, uHTS, primary screen (AID 1777). KOR beta-arrestin recruitment, luminescence; higher % means a stronger effect. one-dose activation, % at 10 µM; EC50 in µM for titrated hits. 280,000 compounds, 0.02% hits; in the data active = activation above about 50%, passing the limit was not always enough; also: a part of the inactive calls stands beside numbers as strong as those of hits
# NOD2 inhibition = NOD2 signaling inhibitors, cell-based, luminescence, uHTS, HEK293 (AID 1566). HEK293 NOD2/NF-kB luciferase reporter, luminescence; higher % means a stronger effect. 290,000 compounds, 0.63% hits. inhibition, % at 4 µM, or EC50 in µM where a hit was titrated; also: many of its hits are not listed in these tables
# Yfh1-off respiration = enhancers of respiration in Yfh1-depleted yeast, dose response, Friedreich's ataxia, plus single-dose screen (AID 1465); S. cerevisiae Yfh1-off respiration, WST-1 reduction, 72 h; higher fold induction means a stronger effect; fold induction at 50 µM; hits with a dose series show EC50 in µM; 220,000 compounds, 0.074% hits;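 active = fold induction of absorbance versus untreated yeast above a set limit, then at least 30% activation at any dose in follow-up; inconclusive = repeats straddling the limit, or above it without dose testing; inactive = fold induction below the set limit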;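 also: activators that raise dye reduction in frataxin-depleted yeast; strong numbers were not always called active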
# NOD1 NF-kB reporter = NOD1 signaling inhibitors, primary screen, cell-based, luminescence, uHTS (AID 1578). NOD1-driven NF-kB luciferase reporter cells, luminescence; higher % means a stronger effect. one-dose inhibition, % at 4 µM; EC50 in µM for titrated hits. 290,000 compounds, 1% hits; in the data active = inhibition mostly above about 36%, no sharp cut-off; inactive = mostly below about 34%;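 also: HEK-293T reporter cells stimulated with the NOD1 agonist gamma-tri-DAP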
# NS5 inhibitors pilot replicate = recorded beside NS5 inhibitors, whose call it bears; inhibition, %; measured here: pilot screen replicate inhibition
# Starred values were filed as active, the others as inactive; i = inactive; ? = inconclusive; . = no result given; [ ] = another dose, or the depositor's remark. Rule as the data show it, unless noted: active = inhibition above about 50%; inactive = the rest.
SMILES,AID2073,West Nile antiviral,KOR beta-arrestin-1,NS5 inhibitors,HIV fusion peptide,KOR beta-arrestin-2,NOD2 inhibition,Yfh1-off respiration,NOD1 NF-kB reporter,others
CCOC(=O)C(C)Sc1cc(CS(=O)(=O)c2ccccc2)nc(-c2ccccc2)n1 (configuration not stated),-1%,-0.1%,-8%,-4%,0.2%,2.4%,11%,i,8%,NS5 inhibitors pilot replicate=-1.7
CCCCCCCC(=O)NN1CCOCC1,14%,0.5%,4%,-3%,-0.9%,3.8%,16%,i,33%,
Cc1cccc(-c2noc(CNS(=O)(=O)c3ccccc3)n2)c1,7%,-0.1%,-7%,3%,2.5%,3.1%,-23%,.,-49%,
CCOC(=O)c1ccc(-c2ccc(/C=N/NC(=O)CN(c3ccccc3Cl)S(C)(=O)=O)o2)cc1,24%,0.7%,-37%,1%,13%,11%,-51%,i,-37%,
Cc1ccc(NC(=O)CS(=O)(=O)c2cn(CC(=O)N3CCOCC3)c3ccccc23)cc1,-4%,-0.3%,6%,-2%,1.8%,-3.5%,-3%,i,-29%,
COC(=O)c1cc(Br)c(=O)n(CCc2ccc(O)cc2)c1,3%,0.2%,-20%,-4%,-0.2%,0.2%,11%,i,8%,
COc1ccc(S(=O)(=O)N2CCN(C)CC2)c2ccccc12,-1%,-0.5%,-38%,0%,-1.2%,-0.5%,7%,i,-9%,
CC(C)CC(c1nnnn1Cc1ccco1)N1CCN(C2CCCC2)CC1 (configuration not stated),3%,0.1%,18%,-2%,-1.4%,2.3%,-10%,i,-3%,
COCCCNCCCCOc1ccccc1-c1ccccc1,-1%,-0.7%,-14%,-6%,3.8%,3.0%,-6%,i,-20%,
O=C(Cc1ccccc1F)Nc1ccc(Cl)nc1,4%,0.0%,-23%,4%,0.0%,12%,19%,i,33%,
Cc1ccccc1C(=O)NCCCc1ccccc1,-3%,0.1%,2%,8%,1.8%,2.4%,-53%,i,-36%,
CCOC(=O)C(=CNNc1ccsc1C(=O)OC)C(=O)OCC,2%,0.1%,25%,7%,-2.0%,-0.6%,8%,i,5%,
O=C(Nc1ccccc1Cl)c1csc(-c2cccnc2)n1,5%,0.3%,5%,-3%,-0.5%,1.1%,-62%,i,-5%,
COc1ccc(Cl)cc1N1C(=NC(=O)C2CCCO2)SC2CS(=O)(=O)CC21 (configuration not stated),2%,0.5%,1%,3%,-0.8%,-5.9%,13%,.,-20%,
Cc1ccc(NC(=O)C2CCN(C(=O)c3ccco3)CC2)cc1,60%,-0.2%,-31%,0%,19%,-1.3%,7%,.,34%,
COc1cc(/C=N/n2nnnc2N)cc(OC)c1OC,7%,0.2%,15%,6%,-1.6%,-1.5%,9%,i,-4%,
COc1ccc(NC(=O)CCc2c(C)nn(-c3ccc(N4CCOCC4)nn3)c2C)cc1,2%,0.2%,-21%,28%,0.1%,-0.9%,2%,.,3%,
C/C(N)=C(/C#N)C(=O)CN1CCCCC1,1%,0.5%,37%,-8%,-2.3%,3.0%,-1%,i,11%,
Cc1cccc(OCCN2C(=O)c3ccccc3C2=O)c1,-7%,0.2%,35%,-13%,-2.0%,-3.8%,-4%,i,-46%,
CC(CCN1CCN=C1Nc1ccccc1)c1ccccc1 (configuration not stated),10%,-0.6%,-16%[20 µM],-2%,-0.5%,6.0%,2%,.,10%,
CCc1ccccc1NC(=S)/N=C(\N)Nc1nc(C)c2cc(C)ccc2n1,-7%,-1.1%,4%,-1%,0.0%,0.5%,1%,i,6%,
CC(=O)N1N=C(c2ccncc2)CC1c1ccccc1O (configuration not stated),-13%,-0.2%,12%[20 µM],-9%,-1.2%,.,18%,i,-10%,
CC(C)NC(=O)C(C)Oc1ccc(S(=O)(=O)NCc2ccc3c(c2)OCO3)cc1 (configuration not stated),10%,-0.7%,-29%[20 µM],.,-2.2%,3.9%,-8%,.,34%,
Cc1ccc(NC(=O)CCC(=O)N2CCC(C)CC2)c([N+](=O)[O-])c1,0%,-0.1%,-1%,-2%,0.2%,0.2%,-21%,.,-25%,
CN1CCN(c2ccc(NC(=O)c3ccc4ccccc4c3)cc2)CC1,5%,-0.5%,-38%,-7%,-0.8%,8.3%,-72%,.,-50%,
C=CCn1c(=O)c(C(=O)NCc2ccccc2)c(O)c2ccccc21,17%,-0.2%,-49%[20 µM],-4%,2.3%,2.9%,15%,.,-22%,
COc1ccc(C/C(C)=N/NC(=O)c2ccc(Cl)cc2)cc1,12%,1.2%,-43%,-4%,-0.5%,3.4%,-15%,i,28%,
C=CCn1c(COc2ccccc2)nnc1SCC(=O)NCC(=O)OCC,-12%,0.6%,-4%,-7%,34%,0.1%,0%,i,-3%,
CC1CCc2cc(F)ccc2N1C(=O)CSc1nnc2c(n1)[nH]c1ccc(F)cc12 (configuration not stated),-7%,?,6%,-1%,1.3%,3.8%,8%,i,26%,
COc1ccc(Cc2nc(-c3cccs3)no2)cc1OC,-2%,0.0%,14%,0%,0.4%,1.4%,-1%,i,10%,
COc1ccc(NC(=O)c2ccccc2C)cc1,-4%,0.0%,-36%[20 µM],9%,-0.3%,-0.7%,-43%,.,-53%,
NC(=S)N/N=C/c1ccc(/C=N/NC(N)=S)cc1,3%,-0.5%,13%,-18%,1.3%,1.5%,20%,i,1%,
COc1ccc(Oc2c(C)oc3c(CN(C)C)c(O)ccc3c2=O)cc1,19%,3.0%,8%,-4%,2.8%,-5.9%,18%,i,2%,
Cc1ccc(NC(=S)N(CCN(C)C)Cc2cc3cccc(C)c3[nH]c2=O)cc1,-6%,-1.0%,0%,-1%,-0.8%,8.4%,6%,i,-3%,
CC(c1ccco1)N(C(=O)c1cccs1)c1ccccn1 (configuration not stated),2%,0.0%,5%,-2%,-2.7%,-1.0%,9%,i,-26%,
COc1ccc(CCNC(=O)CSc2nnc(C(C)N(C)C)n2Cc2ccccc2)cc1OC (configuration not stated),2%,-0.6%,20%,5%,0.0%,-10%,4%,i,-36%,
CC1(C)Cc2c(sc3nn[nH]c(=O)c23)CO1,-5%,0.3%,-17%,-5%,30%,2.1%,-3%,i,-8%,
CCOC(=O)c1cc(NC(=O)N2CCOCC2)c(C)nc1C,5%,0.2%,22%,3%,-0.7%,-2.5%,15%,i,-8%,
O=C(NC1CCCCC1)c1cc([N+](=O)[O-])ccc1N1CCCCC1,-4%,-1.0%,14%,-3%,-1.7%,-0.8%,-29%,i,-14%,
Cn1c(Nc2ccccc2)nc2ccccc21,5%,-1.7%,9%,-4%,-0.9%,-5.0%,5%,.,-34%,
COc1ccccc1CNS(=O)(=O)c1ccc(-n2cccn2)cc1,2%,-0.7%,40%,-11%,1.1%,-5.2%,20%,.,-10%,
CCOC(=O)c1c(C)[nH]c(C(=O)N/N=C/c2ccc(Br)cc2)c1C,-3%,.,-135%,3%,-1.7%,1.3%,-28%,.,-29%,
COc1ccc(CCNC(=O)CSc2nc3ncccc3[nH]2)c(OC)c1,5%,-0.2%,-2%,-5%,-0.2%,-1.0%,11%,.,14%,
O=C(CSc1nnc(C2COc3ccccc3O2)o1)NC1CCCCC1 (configuration not stated),11%,0.2%,8%,1%,-0.1%,-5.7%,4%,i,-3%,
COC(=O)C(O)(CC(=O)Nc1ccc(Cl)cc1F)C(F)(F)F (configuration not stated),-6%,0.0%,34%,-3%,6.2%,-0.5%,3%,i,-13%,
C=C(C)COc1ccc(-c2n[nH]c(C)c2-c2ccc(OC)c(OC)c2)c(O)c1,7%,1.0%,-3%,-2%,0.6%,-0.2%,-34%,i,13%,
O=C(/C=C/c1ccco1)Nc1nc(-c2ccc(F)c(F)c2)cs1,0%,-0.9%,-11%,.,3.3%,-0.4%,20%,i,-3%,
COc1ccc(CN2C(=O)NC3(CCCCC3)C2=O)cc1F,-4%,0.5%,-18%,-2%,-2.6%,-0.4%,9%,i,-17%,NS5 inhibitors pilot replicate=1.4
CC(NC(=O)C(C)(C)C)c1nc2ccccc2n1C (configuration not stated),19%,-0.7%,5%,4%,-0.7%,0.7%,17%,i,.,
Cc1ccc(NC(=O)c2cc([N+](=O)[O-])ccc2Cl)c(O)c1,10%,0.3%,2%[20 µM],0%,-2.4%,2.2%,-48%,i,-40%,
Cc1ccc(CNC(=O)C2CCCN(S(=O)(=O)N3CC(C)CC(C)C3)C2)cc1 (configuration not stated),7%,-0.2%,-4%,-1%,0.9%,8.7%,9%,.,-10%,
CCC(Cc1ccccc1)n1c(=S)[nH]c2ccccc2c1=O (configuration not stated),15%,-0.8%,-25%,-1%,3.4%,-5.4%,1%,i,-16%,
CCC(=O)NC(=S)NNC(=O)c1ccc([N+](=O)[O-])cc1,-18%,0.6%,-16%,-1%,-2.4%,3.7%,8%,i,4%,NS5 inhibitors pilot replicate=-1.8
CCC(=O)N(Cc1cc2cc(OC)ccc2[nH]c1=O)c1cccc(C)c1,1%,-0.7%,-27%,2%,1.2%,-2.0%,5%,i,1%,

# An excerpt from above in order of molecular weight, smallest number first.
SMILES,AID2073,West Nile antiviral,KOR beta-arrestin-1,NS5 inhibitors,HIV fusion peptide,KOR beta-arrestin-2,NOD2 inhibition,Yfh1-off respiration,NOD1 NF-kB reporter,others
COc1ccc(CN2C(=O)NC3(CCCCC3)C2=O)cc1F,-4%,0.5%,-18%,-2%,-2.6%,-0.4%,9%,i,-17%,NS5 inhibitors pilot replicate=1.4
Cc1ccc(NC(=O)c2cc([N+](=O)[O-])ccc2Cl)c(O)c1,10%,0.3%,2%[20 µM],0%,-2.4%,2.2%,-48%,i,-40%,
CCC(Cc1ccccc1)n1c(=S)[nH]c2ccccc2c1=O (configuration not stated),15%,-0.8%,-25%,-1%,3.4%,-5.4%,1%,i,-16%,
COC(=O)C(O)(CC(=O)Nc1ccc(Cl)cc1F)C(F)(F)F (configuration not stated),-6%,0.0%,34%,-3%,6.2%,-0.5%,3%,i,-13%,
CCC(=O)N(Cc1cc2cc(OC)ccc2[nH]c1=O)c1cccc(C)c1,1%,-0.7%,-27%,2%,1.2%,-2.0%,5%,i,1%,
COc1ccc(CCNC(=O)CSc2nc3ncccc3[nH]2)c(OC)c1,5%,-0.2%,-2%,-5%,-0.2%,-1.0%,11%,.,14%,
O=C(CSc1nnc(C2COc3ccccc3O2)o1)NC1CCCCC1 (configuration not stated),11%,0.2%,8%,1%,-0.1%,-5.7%,4%,i,-3%,
C=C(C)COc1ccc(-c2n[nH]c(C)c2-c2ccc(OC)c(OC)c2)c(O)c1,7%,1.0%,-3%,-2%,0.6%,-0.2%,-34%,i,13%,
Cc1ccc(CNC(=O)C2CCCN(S(=O)(=O)N3CC(C)CC(C)C3)C2)cc1 (configuration not stated),7%,-0.2%,-4%,-1%,0.9%,8.7%,9%,.,-10%,

# A portion of the library. The share of hits here may be higher or lower than overall.
